KDM5B inh = KDM5B demethylase inhibition | Q9UGL1 | KDM5B demethylase, FDH-coupled NADH fluorescence (FDH is formaldehyde dehydrogenase) | Potency, µM (titrated, usually from 57.7 µM), without a hit: at the highest dose activity change, negative = inhibition, usual class: inhibitors | 220,000 compounds, 2.6% hits; active = well fitted inhibition curve with a large enough effect; inconclusive = small, poorly fitted or top-dose-only effect; inactive = no such curve, though single readings can be large or run the other way; note: 0% is about no effect; nearly all actives have a fitted effect of over 70% in size
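qHTS format, multiple compound concentrations. Buffer 50 mM HEPES pH 7.5/0.01% Tween-20; 200 nM KDM5BΔAP final; 10 min compound preincubation; substrate-mix levels 12.5 µM peptide, 25 µM α-KG, 0.25 mM NAD⁺; 30 min RT; ΔRFU.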
* hit, by the source's call; ? = inconclusive; & = joins results of further samples; [ ] = dose if it differs, or a comment. Potency is the fitted concentration of half-maximal effect. The list is partial, so the mix of outcomes need not match the whole.

SMILES | KDM5B inh
O=C(CSc1nnc(-c2ccccn2)o1)Nc1ccccc1Cl | -3%
CCCCN1C(SCC(=O)N2CCCC2)=NS(=O)(=O)c2ccccc21 | ?
Cc1ccc(-n2c(-c3ccco3)nc3c(cnn3-c3ccc(C)cc3)c2=O)cc1 | ?
O=C(NC1CCCCC1)[C@@H]1C[C@@H](O)CN1C1CCN(C(=O)c2ccccn2)CC1 | -14%
N/C(CC1CC1(Cl)Cl)=N\OC(=O)c1ccccc1 (configuration not stated) | 17%
COc1ccc(-c2cn3c(n2)sc2cc(C(=O)NCCc4ccc(OC)cc4OC)ccc23)cc1 | ?
CC(=O)Nc1ccc(C(=O)Nc2ccc3sc(NC(=O)C(C)C)nc3c2)cc1 | ?
COc1ccc(Cl)cc1NC(=O)c1c(OC)cc(=O)n2c1CCCC2 | -9%
N#Cc1nc(-c2ccccc2F)oc1NCCCN1CCOCC1 | ?
CCc1nc2c(c(-c3ccc(O)cc3)n1)CN(Cc1cccc(C(F)(F)F)c1)CC2 | -13%
Cc1cnc(NC(=O)c2cc(-c3ccccc3)nn2-c2ccccc2)s1 | -1%
O=C(NCCc1ccccn1)c1ccc(OC2CCN(Cc3ccccn3)CC2)cc1 | ?
COC(=O)c1sc(NC(=O)COC(=O)c2ccc3c(c2)NC(=O)CS3)c(C(=O)OC)c1C | 17%
COc1cc2cc(C(=O)N[C@H](C(=O)Nc3nccs3)C(C)C)n(C)c2c(OC)c1OC | 37%[activator]
O=C(c1ccc(C(F)(F)F)cc1)N1CCNCC1 | 0%
C[C@@H](NC(=O)C1=C[C@@H](NS(=O)(=O)c2cccc(C(F)(F)F)c2)[C@@H](O)[C@H](O)C1)C(N)=O | -27%
CCCCCCNC(=O)c1cc(-c2ccccc2)nc2ccccc12 | ?
COc1ccccc1NC(=O)CSc1nnc(C)n2c1cc1oc(C)cc12 | 8%
O=C(Cc1ccc(F)cc1)N1CCN(c2cc(-c3ccc(Cl)cc3)[nH]n2)CC1 | -15%
O=C(NC1CCN(c2ccccc2S(=O)(=O)C(F)(F)F)CC1)C1CC1 | 5%

Arranged by length of the SMILES (high to low): some entries from above.
SMILES | KDM5B inh
COc1cc2cc(C(=O)N[C@H](C(=O)Nc3nccs3)C(C)C)n(C)c2c(OC)c1OC | 37%[activator]
O=C(NC1CCN(c2ccccc2S(=O)(=O)C(F)(F)F)CC1)C1CC1 | 5%
Cc1cnc(NC(=O)c2cc(-c3ccccc3)nn2-c2ccccc2)s1 | -1%

The listing continues:
SMILES | KDM5B inh
O=C(O)C[C@@H]1CCN(C(=O)C2CCCC2)C[C@@H]1CCN1CCN(c2ccccc2)CC1 | -28%[86.2 µM]
Cc1c(S(=O)(=O)N2CCCC2c2ccc(Cl)cc2)cnn1C(F)F (configuration not stated) | -5%
Cc1ccccc1NC(=O)Cc1nnc(SCC(=O)NC2CCCCC2)n1C | -3%
CC(=O)c1c(Cc2ccccc2)sc(C#N)c1C | 8%
CCCCCCCCCCCCSCCO | 17%
COc1cc(/C=C(/NC(=O)c2ccccc2)C(=O)O)ccc1OCc1ccccc1 | 19%
CN1CCOc2c(C(=O)NCC[S+](C)(=O)[O-])cc(-c3ccccc3F)cc21 | 35µM*
CCCn1nc(C(=O)OCCOc2ccc(C)cc2)c2ccccc2c1=O | -16%
COc1ccc(NC(=O)CSc2nnc(CC3CCS(=O)(=O)C3)n2C)cc1 (configuration not stated) | 7%
Cn1c(=O)c2nc(SCc3cccc4ccccc34)n(C)c2n(C)c1=O | -13%
c1ccc(-c2ccc3ncc(Nc4ccccn4)n3n2)cc1 | ?
CCn1cc(Br)c(C(=O)Nc2ccc(C)cc2C)n1 | 17%
CN1CCC2(Cc3ccccc3CN(C(=O)C3CCCC3)C2)C1 (configuration not stated) | -13%[149 µM]
CC(C)c1noc(-c2cn(C3CCN(C(=O)c4ccco4)CC3)nn2)n1 | -9%
COc1cc(NC(=O)Cn2c(N3CCc4ccccc4C3)nc(C)cc2=O)cc(OC)c1OC | 13%
CN1CC(=O)N(C2CCC2)Cc2c(NC3CCCC3)ncnc21 | -17%[149 µM]
COc1ccccc1[C@@H]1CN(C(=O)CCc2ccncc2)C[C@H]1C(=O)O | 7%
O=C(Nc1onc2c1CCCC2)c1ccc(Cl)cc1 | 11%&8%
Cc1ccc(C2=NN(C(=O)Cn3cnc4sccc4c3=O)C(c3ccco3)C2)cc1 (configuration not stated) | ?
COc1ccccc1NCC(=O)NNC(=O)COc1ccc2ccccc2c1 | -9%
COc1ccc(NC(=O)CSCc2cc(=O)c3cccc(F)c3[nH]2)cc1 | 21%
O=C(COc1ccccc1F)Nc1ccc2c(=O)c3cccc(F)c3oc2c1 | 5%
CCCNc1c(NC(=O)Nc2ccc(Br)cc2F)c(=O)oc2ccccc12 | -4%
COc1ccc(CN2CC3(CCN(C(=O)Nc4ccc(OC)cc4OC)CC3)C2=O)cc1 | 23%
O=C(O)/C(=C/c1ccccc1)c1cccs1 | 5%
O=S(=O)(c1ccccc1)N1CCN(c2nc(-c3cccnc3)nc3ccccc23)CC1 | -10%
O=C(Nc1ccccc1C(=O)OCC(=O)N1CCCC1=O)c1ccco1 | 2%
CCOC(=O)COc1ccc2c(=O)c(-c3ccc(OC)cc3)coc2c1 | 8%
COc1cc(C(=O)Nc2c(C(=O)Nc3ccccc3F)oc3ccccc23)cc(OC)c1OC | 11%
O=C(Nc1ccc(S(=O)(=O)N2CCC(c3nc4ccccc4s3)CC2)cc1)c1ccccc1F | ?
CCCCS(=O)(=O)N1C[C@@H](C(N)=O)[C@H](C2CCN(C)CC2)C1 | -3%
N#C/C(=C\c1cccnc1)C(=O)NC1CCCC1 | 6%
Cc1ccc(C(=O)N2CCC(N3C(=O)C4(CCCC4)C3c3scnc3C)CC2)cn1 (configuration not stated) | 7%
CC1CCN(CC2CCCCCN2C(=O)CC2CCCC2)CC1 (configuration not stated) | ?
O=C1c2cnc(-c3ccc(Cl)cc3)nc2OCCN1Cc1ccccc1 | -17%[86.2 µM]
Cc1cc(C(=O)NCC2Cn3cccc3C(=O)N2Cc2ccccc2)n(C)n1 (configuration not stated) | 21%
CN1C(=O)COC[C@@H]1[C@H](O)c1ccc(NC(=O)c2ccc3c(c2)OCO3)cc1 | 6%[86.2 µM]
COc1cccc(-c2nc(-c3cc4cc(OC)ccc4[nH]c3=O)no2)c1 | -16%
Cc1cn2nc(C(=O)N3CCC(NC(=O)c4cccc(N(C)C)c4)CC3)cc2c(=O)[nH]1 | ?
CCn1cc(S(=O)(=O)c2cccc(C)c2)c(=O)c2cc(F)c(N3CCCC(C)C3)cc21 (configuration not stated) | 1%
COc1ccccc1NC(=O)Nc1c(NC2CCCCC2)c2ccccc2oc1=O | 14%
c1ccc(CNC2CCCCC2)cc1 | 20%
CC1CCC(N(C)C(=O)CSc2nnc(N)s2)CC1 (configuration not stated) | 16%
CCN(C(=O)c1cn(C)c(=O)c2cc(OC)c(OC)cc12)c1ccc(C)c(C)c1 | 6%
COCCN1CCOC[C@H]2CCN(C(=O)c3ccoc3)C[C@H]21 | -15%
N#Cc1c(N)n[nH]c1CCCNC(=O)NC(c1ccccc1)C1CC1 (configuration not stated) | 18%
CNC(=O)c1cn2c(n1)CN(C(=O)OCc1ccccc1)CC2 | 12%[149 µM]
COc1ccc(NC(=O)Cn2c(=O)c(C)nc3ccccc32)cc1Cl | -9%
O=C([C@H]1CCC[C@@H](O)C1)N1CCN(C2Cc3ccccc3C2)CC1 | -5%
CN(CCc1ccccc1)[C@@H]1[C@H](O)[C@H](CO)O[C@@H]1CNS(=O)(=O)c1ccccc1 | -22%
Cc1c(Cn2ccnc2-c2cc(C#CCO)cs2)oc2ccccc12 | -10%
COc1cccc([S+](=O)([O-])N2CCC3(C2)OC(=O)Nc2cnccc23)c1 (configuration not stated) | -10%
CC(=O)N1CCCc2cc(S(=O)(=O)N(C)CC(=O)Nc3cccc(C)c3C)ccc21 | ?
CC(C)(C)c1ccc(-c2nnc(SCC(=O)N3CCOC3=O)n2C2CCCC2)cc1 | 7%
CCc1nnsc1C(=O)N(C)CCOc1ccccc1F | -1%
N#Cc1c(NC(=O)CSc2nc3ccccc3[nH]2)sc2c1CCCCC2 | -9%
O=C(COc1ccc(-n2cnnn2)cc1)N1CCCC2(CCOC2)C1 (configuration not stated) | 47%[activator]
CCOC(=O)c1cccc(NC(=O)N2CC[C@@H](CC(=O)NCc3ccccc3OC)[C@@H](CC)C2)c1 | ?
O=C(CN1CCCC1c1ccccc1)Nc1cccc(F)c1 (configuration not stated) | 15%
CCc1ccc(NC(=O)CCS(=O)(=O)c2cc(-c3cc(C)no3)ccc2OC)cc1 | 6%

The list goes on.
SMILES | KDM5B inh
Cn1cccc1/C=N/NC(=O)CNc1cccc2ccccc12 | ?
Cc1ccc(-c2nnc(Nc3ccc(CC(N)=O)cc3)c3ccccc23)cc1S(N)(=O)=O | 12%
Cc1noc(C)c1CC(=O)N1CC[C@@H](NC(=O)c2cnccn2)[C@H](O)C1 | 10%
Fc1ccc(OCc2cc(-c3ccco3)on2)c(Br)c1 | -14%
COc1ccc2nc(C[C@@H]3C[C@@H](C(C)C)[C@H](CNC(=O)Nc4ccc(F)cc4)C=C3C)[nH]c2c1 | -20%
CC1CCC(NC(=O)C2(c3ccccc3)CC2)CC1 (configuration not stated) | 2%
Cc1ccc([C@H]2C[C@@H](O)[C@@H](O)[C@@H]2NC(=O)C2CCOCC2)cc1 | 36%[activator][86.2 µM]
N#CC1(NC(=O)CSc2ccc3c(c2)OCCCO3)CCCC1 | 24%
CCOC(=O)c1ccc(NC(=O)CSc2c3c(nc4cc(Cl)ccc24)CCCC3)cc1 | -14%
Cc1ccc(C(=O)N2CCC(Cc3nc(-c4cnccn4)no3)CC2)cc1 | 16%
Cc1ccc(C)c(-n2nnnc2SCc2nc3ccccc3o2)c1 | -21%
Cc1ccc(NC(=O)Cn2c(=O)n(Cc3ccc4c(c3)OCO4)c(=O)c3ccc(C(=O)NC4CCCCC4)cc32)cc1 | 2%
COc1ccc(C(=O)NCCn2c(C)cnc2C2CC2)cn1 | 4%
Cc1ccc(-c2nnc3ccc(NC(C)C)nn23)nc1 | ?
Cc1ccc(C)c(NC(=O)c2cc3n(n2)CC(c2ccc(Cl)cc2)OC3)c1 (configuration not stated) | 28µM*
Cc1ccn(CC(=O)NCCn2c(C)cnc2C2CC2)n1 | ?
CC(=O)c1ccc(C(=O)N(Cc2cccnc2)c2nc3c(C)c(C)ccc3s2)cc1 | -10%&-22%
CCCC1=Nc2cc(C(=O)NCc3ccc(OC)cc3)ccc2Sc2ccc(C)cc21 | -22%
O=C(Nc1ccc(Cl)cc1Cl)c1cnc2ccccc2n1 | 7%
O=C(CSc1ncc(-c2ccc(F)cc2)o1)Nc1ccc(F)c(Cl)c1 | -9%

Reformatted with the structure last: part of the list above.
KDM5B inh,Molecule
-10%,COc1cccc([S+](=O)([O-])N2CCC3(C2)OC(=O)Nc2cnccc23)c1 (configuration not stated)
?,CC(=O)N1CCCc2cc(S(=O)(=O)N(C)CC(=O)Nc3cccc(C)c3C)ccc21
7%,CC(C)(C)c1ccc(-c2nnc(SCC(=O)N3CCOC3=O)n2C2CCCC2)cc1
-1%,CCc1nnsc1C(=O)N(C)CCOc1ccccc1F
-9%,N#Cc1c(NC(=O)CSc2nc3ccccc3[nH]2)sc2c1CCCCC2
47%[activator],O=C(COc1ccc(-n2cnnn2)cc1)N1CCCC2(CCOC2)C1 (configuration not stated)
?,CCOC(=O)c1cccc(NC(=O)N2CC[C@@H](CC(=O)NCc3ccccc3OC)[C@@H](CC)C2)c1
15%,O=C(CN1CCCC1c1ccccc1)Nc1cccc(F)c1 (configuration not stated)
6%,CCc1ccc(NC(=O)CCS(=O)(=O)c2cc(-c3cc(C)no3)ccc2OC)cc1
?,Cn1cccc1/C=N/NC(=O)CNc1cccc2ccccc12
12%,Cc1ccc(-c2nnc(Nc3ccc(CC(N)=O)cc3)c3ccccc23)cc1S(N)(=O)=O
10%,Cc1noc(C)c1CC(=O)N1CC[C@@H](NC(=O)c2cnccn2)[C@H](O)C1
-14%,Fc1ccc(OCc2cc(-c3ccco3)on2)c(Br)c1
-20%,COc1ccc2nc(C[C@@H]3C[C@@H](C(C)C)[C@H](CNC(=O)Nc4ccc(F)cc4)C=C3C)[nH]c2c1
2%,CC1CCC(NC(=O)C2(c3ccccc3)CC2)CC1 (configuration not stated)
36%[activator][86.2 µM],Cc1ccc([C@H]2C[C@@H](O)[C@@H](O)[C@@H]2NC(=O)C2CCOCC2)cc1
24%,N#CC1(NC(=O)CSc2ccc3c(c2)OCCCO3)CCCC1
-14%,CCOC(=O)c1ccc(NC(=O)CSc2c3c(nc4cc(Cl)ccc24)CCCC3)cc1
16%,Cc1ccc(C(=O)N2CCC(Cc3nc(-c4cnccn4)no3)CC2)cc1
-21%,Cc1ccc(C)c(-n2nnnc2SCc2nc3ccccc3o2)c1
2%,Cc1ccc(NC(=O)Cn2c(=O)n(Cc3ccc4c(c3)OCO4)c(=O)c3ccc(C(=O)NC4CCCCC4)cc32)cc1
4%,COc1ccc(C(=O)NCCn2c(C)cnc2C2CC2)cn1
?,Cc1ccc(-c2nnc3ccc(NC(C)C)nn23)nc1
28µM*,Cc1ccc(C)c(NC(=O)c2cc3n(n2)CC(c2ccc(Cl)cc2)OC3)c1 (configuration not stated)
?,Cc1ccn(CC(=O)NCCn2c(C)cnc2C2CC2)n1
-10%&-22%,CC(=O)c1ccc(C(=O)N(Cc2cccnc2)c2nc3c(C)c(C)ccc3s2)cc1
-22%,CCCC1=Nc2cc(C(=O)NCc3ccc(OC)cc3)ccc2Sc2ccc(C)cc21
7%,O=C(Nc1ccc(Cl)cc1Cl)c1cnc2ccccc2n1
-9%,O=C(CSc1ncc(-c2ccc(F)cc2)o1)Nc1ccc(F)c(Cl)c1

Compound activity from PubChem.
